# PP5 inh: PP5 (human) phosphatase inhibition; P53041; purified PP5c, OMFP substrate fluorescence; inhibition, % at 6.7 µM; 320,000 compounds, 0.18% hits;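 active = inhibition above the campaign's mean inhibition across all tested compounds plus 3 SD, cut at about 9.5% in these data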;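 also: 0% = DMSO only and 100% = 100 µM cantharidin control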
# core dimer inh: blocks dimerization of HCV core protein | inhibition, % at 5 µM | TR-FRET GST/Flag-core106 dimerization, 1536-well | 300,000 compounds, 0.33% hits;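 active = inhibition above the mean of all tested compounds plus 3 SD, set per screening campaign, cut at about 45% in these data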
#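 assay system = GST-tagged and Flag-tagged HCV core protein residues 1-106 | controls = unlabelled core106 and no-GST-core106 wells | incubation = compound-protein-antibody incubation 4 h at 22.5 °C | probe or stimulus = Eu donor and XL665 acceptor anti-tag antibodies | read-out = % inhibition based on acceptor/donor emission ratio | signal = TR-FRET 671 and 617 nm emission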
# Fh CTSL1 inh: counter-screen for PFM18AAP inhibitors: inhibitors of F. hepatica cathepsin L1; recombinant F. hepatica cathepsin L1, Z-Leu-Arg-MCA fluorescence; inhibition, % at 5.96 µM; 300,000 compounds, 0.49% hits; AID 1906;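 active = inhibition above the mean of all tested compounds plus 3 SD, set per screening campaign, cut at about 17% in these data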;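 also: 0% = plate median of test compound wells and 100% = 1 µM Z-Phe-Ala-diazomethylketone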
# PAFAH2 FP inh: inhibitors of human PAFAH2; Q99487; recombinant PAFAH2, FP-rhodamine activity probe, fluorescence polarization; inhibition, % at 3.39 µM; 340,000 compounds, 0.99% hits;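 active = inhibition above the mean over all tested compounds plus 3 SD, cut at about 30% in these data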;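 also: inhibitors block probe labeling of enzyme so polarization drops; 0% = enzyme with DMSO and 100% = wells lacking PAFAH2 protein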
# proCasp7 act: counter-screen: procaspase-7 (human) activation; 330,000 compounds, 0.093% hits; activation, % at 8.5 µM; P55210; recombinant procaspase-7, Ac-DEVD-pNA absorbance 405 nm; D23A/D198A/D206A triple mutant, cannot self-cleave; scale: DMSO 0, 5 µM enzyme 100; AID 463210;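 active = percent activation above the screen-wide mean plus 3 SD, cut at about 25% in these data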
#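 Replicates: singlicate. Assay system: Procaspase-7 triple mutant (PC-7 D3A). Signal: 405 nm absorbance of p-nitroaniline. Times: 1 h preincubation, 2 h reaction. Buffer or medium: Zinc-free HEPES pH 7.4 with 300 mM NaCl, 0.01% Triton X-100. Also added: DEVD-pNA substrate. Benchmarks: DMSO wells as 0%, DMSO with 5 µM added PC-7 as 100%.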
# PP1 inh: blocks human PP1-alpha phosphatase, a PP5 counter-screen; P62136; purified PP1alpha, OMFP fluorescence; inhibition, % at 6.7 µM; 320,000 compounds, 0.9% hits;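 active = inhibition above the mean inhibition of all tested compounds plus 3 SD, computed separately for each screening campaign, cut at about 15% in these data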
# procasp3 activ: activates human procaspase-3; P42574; recombinant procaspase-3 D3A, Ac-DEVD-pNA absorbance 405 nm; activation, % at 8.5 µM; 330,000 compounds, 0.11% hits; AID 463141;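 active = activation above the mean of all tested compounds plus 3 SD, cut at about 21% in these data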;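 also: 0% = DMSO alone and 100% = DMSO wells spiked with extra 5 µM PC-3 D3A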
#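 Test system: Procaspase-3 D3A mutant; medium: Zinc-free HEPES/NaCl buffer with 0.01% Triton X-100 at pH 7.4; reagent: DEVD-pNA substrate; doses: one concentration, 8.5 µM nominal, 0.8% DMSO; times: 1 h preincubation plus 2 h reaction at 25 °C; signal: Epi-absorbance at 405 nm of released p-nitroaniline, 0 and 120 min; replicates: singlicate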
# TPT1 inhibitor: blocks Candida albicans tRNA 2'-phosphotransferase; recombinant caTPT1, FP RNA substrate dephosphorylation; inhibition, % at 5 µM; 300,000 compounds, 0.81% hits; AID 1962;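 active = inhibition above the mean of all tested compounds plus 3 SD, set per screening campaign, cut at about 24% in these data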;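 also: plate controls were DMSO alone for no effect and ferristatin control at 100 nM for full effect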
# AHR activator: activates the human aryl hydrocarbon receptor; P35869; AHR-responsive luciferase reporter cells, luminescence; activation, % at 5 µM; 320,000 compounds, 2.5% hits; AID 2796; in the data active = activation above about 47%;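 also: 0% = vehicle wells and 100% = reference agonist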
# Target sequence (P35869 whole entry, looked up): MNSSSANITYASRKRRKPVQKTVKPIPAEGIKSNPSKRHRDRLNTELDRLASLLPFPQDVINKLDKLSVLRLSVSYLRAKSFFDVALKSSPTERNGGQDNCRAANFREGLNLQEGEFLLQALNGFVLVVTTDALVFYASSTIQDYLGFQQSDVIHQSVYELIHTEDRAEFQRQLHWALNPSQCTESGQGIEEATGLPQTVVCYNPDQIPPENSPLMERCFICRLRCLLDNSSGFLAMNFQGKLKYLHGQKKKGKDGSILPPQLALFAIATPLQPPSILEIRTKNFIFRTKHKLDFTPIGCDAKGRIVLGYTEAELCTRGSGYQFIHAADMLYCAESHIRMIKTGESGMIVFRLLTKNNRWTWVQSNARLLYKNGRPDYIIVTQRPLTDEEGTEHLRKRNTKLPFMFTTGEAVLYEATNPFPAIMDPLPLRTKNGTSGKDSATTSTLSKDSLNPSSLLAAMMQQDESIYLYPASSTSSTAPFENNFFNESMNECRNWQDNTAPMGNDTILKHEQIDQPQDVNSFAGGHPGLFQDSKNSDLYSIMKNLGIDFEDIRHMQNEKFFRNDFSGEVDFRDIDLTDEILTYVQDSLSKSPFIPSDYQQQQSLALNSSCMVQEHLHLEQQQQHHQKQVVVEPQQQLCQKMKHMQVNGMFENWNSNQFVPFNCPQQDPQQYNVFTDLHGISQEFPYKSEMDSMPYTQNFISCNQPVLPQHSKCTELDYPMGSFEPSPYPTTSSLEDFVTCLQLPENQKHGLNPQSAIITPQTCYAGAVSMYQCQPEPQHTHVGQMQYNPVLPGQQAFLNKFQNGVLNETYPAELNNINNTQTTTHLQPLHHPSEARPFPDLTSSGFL
# Numbers without * were called inactive; / = not tested or not shown.
molecule,PP5 inh,core dimer inh,Fh CTSL1 inh,PAFAH2 FP inh,proCasp7 act,PP1 inh,procasp3 activ,TPT1 inhibitor,AHR activator
O=C(CN1CCN(c2ccccc2F)CC1)NC(=O)NCc1ccco1,-1.9,11,0,7,11,2,-8,1,0
COc1ccc(-c2noc(N3CCC(C(=O)N(C)c4ccccc4C)CC3)n2)cc1,-2.2,5,1,-3,9,2,2,-2,-2
CCCCc1ccc(NC(=O)CSc2nc(=O)n(CCN(CC)CC)c3c2CCC3)cc1,-0.2,-1,2,2,2,-4,-5,0,0
S=C(Nc1ccccc1)c1nc2ccccc2s1,1.8,-1,1,5,-7,-1,-4,-1,124*
O=C(OCC(=O)N1CCN(C(=O)c2ccco2)CC1)c1ccc(Cl)c(Cl)c1,1.1,/,/,5,3,1,7,/,0
CN(C)c1ccc(C(=O)OCC(=O)Nc2ccc(S(N)(=O)=O)cc2)cc1,0.6,10,4,5,7,7,4,1,0
O=C(NC1CCCCC1)C(c1cccnc1)N(C(=O)c1csnn1)c1ccccc1 (stereo not given),0.3,-4,-3,18,12,-3,13,-3,0
CN(C)C=Nc1nc2ccccc2nc1N1CCCC1,1.2,0,12,0,-16,3,-17,-10,15
COC(=O)Cc1c(C)nc2nc[nH]n2c1=O,0.0,0,2,0,5,-1,8,1,-1
COc1nc(N(C)S(=O)(=O)c2ccc(C)cc2)nc(C)c1Br,-1.7,6,1,-9,0,1,0,1,3
COc1cccc(N=C(N)N)c1,3.1,6,-3,4,3,1,4,-2,3
Cc1ccc(S(=O)(=O)N2CCN(C(=O)COC(=O)c3ccccn3)CC2)c(C)c1,-1.3,-4,6,4,1,-3,4,0,0
COc1ccccc1-c1oc2ccccc2c1C#CC1(N)CCCCC1,1.7,/,/,-10,6,13,-3,/,4
O=C(COCc1nc2ccccc2c(=O)[nH]1)NC1CCCC1,0.9,1,3,-5,2,0,-10,1,7
CCn1c(=N)n(CC(=O)c2ccc(OC)cc2)c2ccccc21,0.9,-3,-1,0,5,-2,-9,1,66*
CCNC(=S)NN=C1c2ccccc2-c2ccccc21,0.1,-3,1,-6,6,-3,0,-1,45
CCC(C(=O)OCC(=O)Nc1ccc(C(N)=O)cc1)c1ccccc1 (stereo not given),0.3,2,-5,-1,4,-5,-6,0,4
Cc1ccc2c(c1)N(C(=O)CCC(=O)NC1CCCCCC1)CCO2,-1.5,1,-5,8,8,-2,1,-3,0
O=C(O)Cc1cn(-c2ccccc2)nc1-c1ccccc1,-0.9,-4,2,-3,-7,-3,2,-2,3
CCOC(=O)c1ccc(NC(=O)Nc2ncc(Cl)cc2Cl)cc1,-0.8,1,-3,/,0,-1,5,-1,12
O=C(c1ccco1)N1CCN(S(=O)(=O)Cc2ccc(Cl)cc2)CC1,3.0,7,0,-4,8,-1,-4,2,-2
Cc1cccc(NC(=O)C[n+]2ccc(N(C)C)cc2)c1,1.9,-18,4,2,-8,-1,-1,2,0
COc1nc(Oc2ccc(C(=O)OCC(N)=O)cc2)nc(N(C)C)n1,2.9,-1,-2,-4,-3,3,-1,-1,2
COc1cccc(N/C=C/C(=O)c2ccc(C)cc2)c1,0.0,7,-1,-3,-5,2,2,1,5
COc1cc(/C=C/C(=O)Nc2ccc(C(C)=O)cc2)cc(OC)c1OC,2.8,4,7,4,6,-1,-1,-3,-6
CCc1cccc(N=c2c([N+](=O)[O-])nn(-c3ccc4c(c3)OCCO4)n2O)c1,1.5,10,3,-1,1,-1,1,-1,-3
CCOC(=O)C(CCCOc1cccc(OC)c1)C(=O)OCC,1.2,5,2,3,8,1,-2,2,-1
CN(Cc1ccc(F)cc1)Cc1nc(-c2cnccn2)no1,0.6,0,-1,-1,-3,-2,2,1,-1
COc1ccc(S(=O)(=O)N/N=C\c2ccc([N+](=O)[O-])o2)c(OC)c1,0.2,-17,0,-1,-18,0,-6,-6,-6
COCc1c(C(=O)OC/C(O)=C(\C#N)c2nc3ccccc3[nH]2)oc2ccccc12,-0.2,32,2,/,1,2,-4,20,5

# Single records, from the list above.
# Results for COCc1c(C(=O)OC/C(O)=C(\C#N)c2nc3ccccc3[nH]2)oc2ccccc12 → PP5 inh = -0.2; core dimer inh = 32; Fh CTSL1 inh = 2; PAFAH2 FP inh = /; proCasp7 act = 1; PP1 inh = 2; procasp3 activ = -4; TPT1 inhibitor = 20; AHR activator = 5
# Results for Cc1cccc(NC(=O)C[n+]2ccc(N(C)C)cc2)c1 → PP5 inh = 1.9; core dimer inh = -18; Fh CTSL1 inh = 4; PAFAH2 FP inh = 2; proCasp7 act = -8; PP1 inh = -1; procasp3 activ = -1; TPT1 inhibitor = 2; AHR activator = 0

# More entries follow.
molecule,PP5 inh,core dimer inh,Fh CTSL1 inh,PAFAH2 FP inh,proCasp7 act,PP1 inh,procasp3 activ,TPT1 inhibitor,AHR activator
Cc1nnc(SCC(=O)NCC(=O)Nc2ccc(F)c(F)c2F)n1Cc1ccccc1,0.6,-3,3,3,-1,-1,4,-2,0
Cn1nc(C(F)(F)F)c(-c2ccc(Br)cc2)c1NC(=O)C1CCC1C(=O)O (stereo not given),-0.3,-1,-4,/,3,-2,8,0,-4
CC(=O)OC(C#CCN1CCOCC1)c1ccccc1 (stereo not given),-1.2,-3,-8,3,-18,-2,3,-2,0
COc1cccc(NC(=O)C(c2ccccc2)N2CCCC2)c1 (stereo not given),-2.0,3,0,6,4,-3,-1,-2,0
Cc1cc(C)cc(-n2nnc(C(=O)NCc3ccccc3Cl)c2N)c1,5.0,4,0,-17,5,1,-4,-1,-1
COn1c(=O)c(-c2ccc(Cl)cc2)[n+]([O-])c2ccccc21,3.5,-3,2,3,-9,0,-7,-2,72*
COc1ccc(/C=C/CN2CCCC(C(=O)c3cc(F)ccc3F)C2)cc1 (stereo not given),4.7,0,-1,-3,7,-1,4,0,3
O=C(c1cccc(Cl)c1)N1CCN(Cc2c[nH]c3ccccc23)CC1,2.9,3,-4,3,-3,-2,-2,-6,9
O=C1C(=O)N(CC2CCCO2)C(c2ccco2)/C1=C(/O)c1ccc(F)cc1 (stereo not given),0.4,-5,-2,4,3,0,-2,-2,0
Cc1occc1C(=O)Nc1cc(C(C)(C)C)on1,0.7,-7,-1,6,5,0,1,-1,28
CCCN(Cc1ccccc1)S(=O)(=O)c1ccc(N2C(=O)CCC2=O)cc1,0.5,2,-3,3,9,-1,-4,-5,0
COc1cccc(N=CC2=C(O)CCCC2=O)c1,-0.5,-6,2,3,4,-3,-2,4,5
COc1ccc(NC(=S)N2CCC(c3ccc(C)cc3)C2)cc1 (stereo not given),0.6,4,1,-5,7,0,-1,1,0
CCCC/C(O)=N\S(=O)(=O)c1ccc(N=NN(C)C)cc1,-1.5,1,-1,6,5,-3,3,1,1
COc1ccc(NC(=O)CN(C)C(=O)c2cccc(-n3cccc3)c2)cc1,-0.7,42,-5,11,9,1,0,0,0
Cc1noc(C)c1C(=O)N1CCN(c2ccccc2O)CC1,-1.8,/,/,1,8,-5,10,/,3
Cc1ccc(-n2c(SCC(N)=O)nnc2-c2ccccn2)cc1C,-2.4,-3,5,11,-5,-3,-4,-3,1
COc1ccc(-n2nc(C(=O)NCC(=O)N3CCN(c4ccccn4)CC3)c3ccccc3c2=O)cc1,2.1,5,4,-6,12,-5,3,0,0
CCOc1ccc(NS(=O)(=O)c2ccc(C(=O)N(C)CC(=O)Nc3ccc(C)cc3)cc2)cc1,2.2,7,-2,9,5,-2,1,2,0
O=C(Nc1ccc(N2CCOCC2)cc1)Nc1ccc2nsnc2c1,2.4,-16,2,2,2,0,-5,1,0
CCOC(=O)c1sc2nc(CC(=O)OC)nc(NCc3ccc(Cl)cc3)c2c1C,1.7,7,7,-12,4,-1,-4,-2,-2
Cc1noc(C)c1NC(=O)N(C)C[C@H]1Oc2ccc(NS(=O)(=O)c3c(C)noc3C)cc2C(=O)N([C@H](C)CO)C[C@@H]1C,/,/,/,0,-13,/,7,/,1
COc1ccc(OC)c(NC(=O)COC(=O)C2CCN(C(=O)c3ccc(Cl)cc3)CC2)c1,0.3,0,-8,15,12,1,-1,2,0
CC(C)CC(=O)NCCCN1CCN(CCCNC(=O)CC(C)C)CC1,1.8,1,-2,-3,8,-1,8,-3,-2
CCCC[n+]1c2ccccc2cc2ccccc21,3.0,1,-4,3,-9,22*,-9,-2,14
Cc1ccc(S(=O)(=O)N2CCCC2C(=O)Nc2ccc(O)cc2)cc1 (stereo not given),1.5,-6,-2,0,4,-1,-13,-2,1
Cc1cc(SCC(=O)c2ccccc2)n2nc(C)nc2n1,2.5,-4,6,-6,11,-3,3,3,4
CCC(C)c1ccccc1NC(=O)c1[nH]c(C)c(C(C)=O)c1C (stereo not given),-0.4,1,3,22,2,0,-6,-4,29
CC(=O)C1=C(O)C(=O)N(c2ccc(Br)cc2)C1c1ccc(Br)cc1 (stereo not given),4.2,6,5,-4,4,24*,-1,0,49*
COc1cccc(CC(=O)Nc2ccc3c(c2)OC2(CCCC2)O3)c1,3.8,/,/,6,5,3,8,/,13
O=C(NC(=O)c1cccc(F)c1)OC[C@@H]1CCCN2CCCC[C@H]12,-2.4,-10,3,5,3,-2,2,-6,-2
COc1ccc(NC2=NC(C)(CO)CS2)cc1 (stereo not given),1.1,-4,-2,-7,3,-1,-1,1,5
c1ccc(CN(Cc2ccccc2)c2ncnc3c2nnn3Cc2ccccc2)cc1,0.3,0,-2,/,8,0,-5,-4,-2
CC(=O)c1cccc(NC(=O)CCN2C(=O)C3CC=CCC3C2=O)c1 (stereo not given),0.0,/,/,-8,2,-4,-5,/,1
C[C@@H]1CN(C2CCN(Cc3nc(CC4CC4)no3)CC2)C[C@H](C)O1,0.5,-1,-3,-1,-15,-6,2,-3,1
CCn1c(CNC(=O)c2ccc(OC)cc2)nnc1SC,-4.6,1,0,3,-5,0,-3,1,3
CCOCCCN1C(=O)CN(C2CCC(C)CC2)C(=O)C1c1ccc(C)cc1 (stereo not given),-0.1,3,-4,3,1,-4,1,-3,0
CCc1ccccc1NC(=O)N[C@@H](C)C(=O)OC,2.0,-4,-5,-1,5,-5,-2,2,2
Cc1ccc(C(=O)C(C)OC(=O)c2n[nH]c(=O)c3ccccc23)cc1 (stereo not given),2.8,-5,1,-2,-8,2,-3,3,5
CCN(CCO)Cc1csc2ccc(Br)cc12,-5.9,-5,-1,10,0,11,5,-3,-2
